From PubChem BioAssay
Glyco luc inh: increase of ERlucT glycosylation luciferase signal, primary screen, N-linked glycosylation inhibitor project, D54 ERlucT cells, luminescence, set 2 | reporter increase, % at 12.5 µM | D54 ERlucT glycosylation luciferase reporter, 24 h; percent of 100 nM tunicamycin response | actives 0.23% (n = 360,000) | AID 588692, 2011;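 active = mean luciferase reporter signal, scaled so untreated is 0 and the glycosylation-blocking control 100, at or above a set limit in every replicate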;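 note: luciferase carries N-glycosylation sites so blocking glycosylation raises the light; 0% = median of neutral control wells and 100% = median of 100 nM tunicamycin wells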
aDG glyco up: activators of alpha-DG glycosylation, primary screen, uHTS, Pro5-aDG cells, AlphaScreen; alpha-DG glycosylation AlphaScreen (IIH6); 0% Pro5, 100% B10-LARGE cell signal; activation, % at 10 µM; actives 0.22% (n = 360,000); AID 624168, 2012;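 active = activation of at least 8% versus controls, or a plate z-score of at least 8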;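 note: Pro5 are CHO cells carrying HIG-tagged alpha-DG that lacks glycosylation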
Vif inh: HIV Vif self-association inhibitors, primary screen, imaging, HEK293T, single point. HEK293T cells, Vif self-association by quenched fluorescence, 24 h. inhibition, % at 7.49 µM. actives 0.35% (n = 340,000); in the data active = inhibition above about 50%, passing the limit was not always enough; note: some results filed as inactive read as strong as hits
MC4R antag cAMP: MC4R antagonists of cAMP signaling, primary screen, cell-based, TR-FRET, antagonist arm of biased-ligand search; MC4R-expressing cells, MTII-stimulated cAMP, LANCE TR-FRET; actives 0.48% (n = 360,000); inhibition, % at 6.5 µM;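 active = inhibition above its plate's cutoff, the mean of tested wells on that plate plus 3 SD, cut at about 29% in these data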;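 note: 0% = Melanotan II alone and 100% = Melanotan II plus saturating MCL0020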
Target sequence (P32245 whole entry, looked up): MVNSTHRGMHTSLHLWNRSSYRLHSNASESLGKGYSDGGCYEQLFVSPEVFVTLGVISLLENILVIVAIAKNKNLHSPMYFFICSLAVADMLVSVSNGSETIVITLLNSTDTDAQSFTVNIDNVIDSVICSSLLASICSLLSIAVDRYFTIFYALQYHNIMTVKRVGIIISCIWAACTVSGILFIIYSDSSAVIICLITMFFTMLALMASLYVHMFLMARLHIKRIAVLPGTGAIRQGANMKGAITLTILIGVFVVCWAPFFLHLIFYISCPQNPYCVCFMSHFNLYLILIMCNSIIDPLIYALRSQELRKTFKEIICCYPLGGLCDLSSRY
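Material: U2OS-MC4R stable cell line | Reagent: Melanotan II challenge after compound preincubation | Doses: One concentration, 6.5 µM nominal | Incubation: 30-min compound preincubation, 1-h Melanotan II challenge, 1-h detection, room temperature | Signal: TR-FRET cAMP assay | Replicates: One well per compound, no replicates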
ABCB6 inh MLPCN: ABCB6 transporter inhibitors, primary screen, K562-ABCB6 cells, flow cytometry, MLPCN library; AID 602162, 2011; actives 0.19% (n = 360,000); fluorescence ratio to DMSO, % at 10 µM; K562-ABCB6 porphyrin accumulation, 1 h; stronger effect = lower value; ATP-binding cassette sub-family B member 6 (Homo sapiens), Q9NP58;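 active = fluorescence ratio to DMSO below 75%, the collection mean minus 3 SD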;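 note: signal is porphyrin accumulated inside mitochondria; 100% equals median channel fluorescence of DMSO control wells; lower ratio means ABCB6 inhibition with less porphyrin fluorescence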
PDI turbidity: inhibitors of human PDI, primary screen, biochemical, turbidity, single point, plate reader. Protein disulfide-isomerase (Homo sapiens), P07237. PDI insulin aggregation turbidity, A650, 90 min. inhibition, % at 10 µM. actives 0.052% (n = 350,000). AID 588391, 2011;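 active = mean inhibition across replicates of 30% or more, whatever share of single replicates reach that level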;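 note: absorbance from insulin aggregation driven by PDI reduction with DTT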
HTR2A ag: mouse Htr2a agonists via beta-arrestin recruitment, primary screen, cell-based, luminescence; 5-hydroxytryptamine receptor 2A (Mus musculus), P35363; CHO-K1 mHTR2A beta-arrestin complementation; percent of 30 µM serotonin response; activation, % at 7.6 µM; actives 0.66% (n = 360,000); AID 624169, 2012;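 active = activation above a run cutoff, the mean activation of all tested compounds plus 3 SD, cut at about 14% in these data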;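 note: 0% = plate median of compound wells and 100% = 30 µM serotonin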
Target sequence (P35363 whole entry, looked up): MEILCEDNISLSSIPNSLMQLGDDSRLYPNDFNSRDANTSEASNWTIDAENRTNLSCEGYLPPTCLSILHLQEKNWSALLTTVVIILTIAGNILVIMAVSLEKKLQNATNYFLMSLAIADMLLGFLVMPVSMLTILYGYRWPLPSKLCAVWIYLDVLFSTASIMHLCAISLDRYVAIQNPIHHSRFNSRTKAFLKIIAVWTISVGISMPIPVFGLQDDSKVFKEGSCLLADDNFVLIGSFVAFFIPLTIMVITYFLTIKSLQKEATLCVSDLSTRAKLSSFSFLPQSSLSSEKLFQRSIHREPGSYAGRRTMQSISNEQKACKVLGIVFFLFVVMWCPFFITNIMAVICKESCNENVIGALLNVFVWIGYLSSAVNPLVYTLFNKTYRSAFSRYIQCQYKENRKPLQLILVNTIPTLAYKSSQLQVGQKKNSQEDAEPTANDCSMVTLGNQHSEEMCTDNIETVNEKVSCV
Cardio protect: cardioprotection against H2O2-induced cell death, primary screen, uHTS, H9c2 cells, ATPLite luminescence | H9c2 cardiomyocytes, H2O2 injury protection, 2 h | protection from H2O2 cell death, % at 20 µM | actives 0.63% (n = 360,000) | AID 588492, 2011;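 active = compounds giving at least 50% protection of heart cells from peroxide-induced death in the single-dose screen, raw or plate-pattern-corrected value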;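 note: 0% = DMSO wells with peroxide and 100% = DMSO wells without peroxide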
CaV13 FRET inh: Disruptors of the CACNA1D IQ motif to Ca2+-dependent inactivation inhibitor domain association, primary screening, Förster resonance energy transfer in intact living … | inhibition, % at 12.3 µM | actives 0.098% (n = 340,000) | HEK cells, CFP/YFP FRET ICDI-IQ, plate reader, 10 min; percent FRET-ratio fall versus neutral wells | AID 743397;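 active = mean replicate inhibition of at least 30% and at least 1% of replicates passing that level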;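 note: 0% = median of the neutral control wells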
MC4R barr agon: MC4R agonists recruiting beta-arrestin, primary screen, cell-based, luminescence, agonist arm of biased-ligand search; activation, % at 8.9 µM; actives 0.98% (n = 360,000); Melanocortin receptor 4 (Homo sapiens), P32245; AID 540308, 2011; U2OS MC4R beta-arrestin complementation; percent of melanotan II response, DMSO zero;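 active = activation above a per-plate cutoff, the mean activation of sample wells on that plate plus 3 SD, cut at about 8% in these data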
* = called active by the depositor; nt = not tested or not shown; & = joins results of further samples; ! = repeats disagree.

SMILES	Cardio protect	PDI turbidity	ABCB6 inh MLPCN	MC4R barr agon	aDG glyco up	Vif inh	MC4R antag cAMP	CaV13 FRET inh	Glyco luc inh	HTR2A ag
CC(NC(=O)c1cc(S(=O)(=O)N2CCOCC2)ccc1F)c1ccc(-n2ccnc2)cc1 (configuration not stated)	-5	0	97	-2.8	-0.1	2	-2	-6	-2	-11
Cn1c(N/N=C2\CCCc3ccccc32)nc2c1c(=O)n(Cc1ccc(F)cc1)c(=O)n2C	3	4	88	2.8	-0.6	6	0	-3	-11	2
O=C1CC(N(O)c2ccccc2)C(=O)N1c1cc(Cl)cc(Cl)c1 (configuration not stated)	6	5	97	-0.9	-0.1	16	10	nt	1	0
CSc1ccc(CNCCCN(C)C)cc1	12	-14	99	-3.3	0.0	2	4	-5	-3	-1
Cc1ccc(C)c(C(=O)CCC(=O)N2CCN(c3ncccn3)CC2)c1	-4	2	102	-0.7	-0.1	nt	0	-3	2	-2
COC(=O)C1(Cc2ccccc2)NC(c2ccc(F)cc2)C2C(=O)N(C)C(=O)C21 (configuration not stated)	5	-4	95	-1.1	0.2	8	-1	nt	-1	-2
CCN1CCN(Cc2ccc(NC(=O)c3cc(NC(=O)c4cncc(-c5ccc(C#N)cc5)c4)cc(OC)c3)cc2C(F)(F)F)CC1	-2&7	4&-4	91&99	13*!	-0.8&-0.6	-5&-13	3&-2	-9	-22&-21	7&-6
CN(C)c1ccc(-c2cc([C@H]3[C@@H]4C=CCC[C@@]4(C)C(=O)N3Cc3ccccc3)ccc2F)cc1	-4	-7	103	1.4	-0.1	3	11	-11	-6	5
COc1ccc(NC(=O)CN(C)CC(=O)NC2CCCCC2C)cc1 (configuration not stated)	0	-1	101	-1.5	-0.1	0	3	-2	-1	8
CCC(C)NC(=O)CN1C(=O)NC2(CCOc3ccccc32)C1=O (configuration not stated)	3	-1	98	-2.4	0.2	12	-5	-2	0	3
Cc1nnc(NC(=O)C23CC4CC(CC(C4)C2)C3)s1	-1	2	104	0.4	-0.1	-2	20	-1	7	-1
COC(=O)c1ccc(C(c2c(C)[nH][nH]c2=O)c2c(C)[nH][nH]c2=O)cc1	-3	-8	98	-0.4	-0.1	4	6	-4	1	2
Cc1cc(C)cc(N(C(=O)c2csnn2)C(C(=O)NC2CCCCC2)c2ccncc2)c1 (configuration not stated)	5	-2	101	2.6	-0.1	-1	24	-6	0	0
CC(C)c1nnc(-c2ccc(Cl)cc2)c(N(C)C)n1	-8	2	100	-0.7	0.0	6	4	-5	-4	-3
CCC(=O)N1CCC1(C)C(=O)Nc1cccc2c1CCCC2 (configuration not stated)	4	-4	102	0.1	-0.2	-11	1	-4	1	-1
O=C(CCCN1C(=O)/C(=C/c2ccco2)SC1=S)Nc1ccccc1C(=O)O	1	8	96	0.2	0.2	-4	18	-2	0	3
CC1CC(C)CN(C(=O)C2CCN(S(=O)(=O)c3c(Cl)cccc3Cl)CC2)C1 (configuration not stated)	0	4	92	-4.3	0.0	-12	8	-6	-1	8
COc1cc(NC(=O)CSc2nc3ccccc3n2-c2ccccc2)c(C)cc1[N+](=O)[O-]	-7	-5	94	2.3	0.2	2	15	-16	-2	-4
CCOP(=O)(OCC)C(NCc1ccccc1)c1ccc(Br)cc1 (configuration not stated)	0	0	88	-2.9	0.3	4	5	nt	1	3
O=C(N/N=C/c1ccco1)c1cc(=O)[nH]c2ccccc12	5	6	101	-1.2	0.0	8	-1	-6	0	-2
Nc1ncc(Br)cc1S(=O)(=O)Nc1ccccc1F	-4	-7	96	-0.9	0.0	-4	2	-2	3	7
CSc1c(-c2ccccn2)c(N)nn1C(=O)C1CC1	-13	-4	93	-0.7	0.0	1	13	-5	1	-1
NC(=O)[C@@H]1CC2(CC(c3cccc(NC(=O)[C@H]4CCC(=O)N4)c3)=NO2)CN1C(=O)COc1ccc(Cl)cc1 (some centres not stated)	3	-3	97	-0.9	0.0	nt	6	-14	-4	-3
C1CC1C(=NN=C(C1CC1)C1CC1)C1CC1	-3	0	98	-0.1	-0.3	2	10	-6	3	0

10 of the compounds above, with two lines to a compound.
Order of values – Cardio protect | PDI turbidity | ABCB6 inh MLPCN | MC4R barr agon | aDG glyco up | Vif inh | MC4R antag cAMP | CaV13 FRET inh | Glyco luc inh | HTR2A ag
> CC(NC(=O)c1cc(S(=O)(=O)N2CCOCC2)ccc1F)c1ccc(-n2ccnc2)cc1 (configuration not stated)
    -5 | 0 | 97 | -2.8 | -0.1 | 2 | -2 | -6 | -2 | -11
> Cn1c(N/N=C2\CCCc3ccccc32)nc2c1c(=O)n(Cc1ccc(F)cc1)c(=O)n2C
    3 | 4 | 88 | 2.8 | -0.6 | 6 | 0 | -3 | -11 | 2
> O=C1CC(N(O)c2ccccc2)C(=O)N1c1cc(Cl)cc(Cl)c1 (configuration not stated)
    6 | 5 | 97 | -0.9 | -0.1 | 16 | 10 | nt | 1 | 0
> CSc1ccc(CNCCCN(C)C)cc1
    12 | -14 | 99 | -3.3 | 0.0 | 2 | 4 | -5 | -3 | -1
> Cc1ccc(C)c(C(=O)CCC(=O)N2CCN(c3ncccn3)CC2)c1
    -4 | 2 | 102 | -0.7 | -0.1 | nt | 0 | -3 | 2 | -2
> COC(=O)C1(Cc2ccccc2)NC(c2ccc(F)cc2)C2C(=O)N(C)C(=O)C21 (configuration not stated)
    5 | -4 | 95 | -1.1 | 0.2 | 8 | -1 | nt | -1 | -2
> CCN1CCN(Cc2ccc(NC(=O)c3cc(NC(=O)c4cncc(-c5ccc(C#N)cc5)c4)cc(OC)c3)cc2C(F)(F)F)CC1
    -2&7 | 4&-4 | 91&99 | 13*! | -0.8&-0.6 | -5&-13 | 3&-2 | -9 | -22&-21 | 7&-6
> CN(C)c1ccc(-c2cc([C@H]3[C@@H]4C=CCC[C@@]4(C)C(=O)N3Cc3ccccc3)ccc2F)cc1
    -4 | -7 | 103 | 1.4 | -0.1 | 3 | 11 | -11 | -6 | 5
> COc1ccc(NC(=O)CN(C)CC(=O)NC2CCCCC2C)cc1 (configuration not stated)
    0 | -1 | 101 | -1.5 | -0.1 | 0 | 3 | -2 | -1 | 8
> CCC(C)NC(=O)CN1C(=O)NC2(CCOc3ccccc32)C1=O (configuration not stated)
    3 | -1 | 98 | -2.4 | 0.2 | 12 | -5 | -2 | 0 | 3
